# HUVEC tox IL1B: toxic to HUVEC cells under IL-1B stimulation; cell count reduction, % at 2 µM; hit rate 0.41% among 94,000; HUVEC cell count loss, Hoechst imaging, IL-1B stimulated;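 active means cell count reduction more than 3 SD above the screen-wide mean, cut at about 70% in these data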;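 further: normalized per plate to untreated control cells as the no-loss baseline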
# PLK1 inh: inhibitors of human PLK1 kinase | recombinant PLK1 kinase, TR-FRET peptide phosphorylation | inhibition, % at 10 µM | P53350 | AID 619 | hit rate 0.53% among 97,000;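 active means inhibition of 50% or more in the single-concentration screen; inactive means inhibition below 50%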;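 further: 0% = DMSO max control and 100% = H-89 dihydrochloride min control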
# Target sequence (P53350 whole entry, looked up): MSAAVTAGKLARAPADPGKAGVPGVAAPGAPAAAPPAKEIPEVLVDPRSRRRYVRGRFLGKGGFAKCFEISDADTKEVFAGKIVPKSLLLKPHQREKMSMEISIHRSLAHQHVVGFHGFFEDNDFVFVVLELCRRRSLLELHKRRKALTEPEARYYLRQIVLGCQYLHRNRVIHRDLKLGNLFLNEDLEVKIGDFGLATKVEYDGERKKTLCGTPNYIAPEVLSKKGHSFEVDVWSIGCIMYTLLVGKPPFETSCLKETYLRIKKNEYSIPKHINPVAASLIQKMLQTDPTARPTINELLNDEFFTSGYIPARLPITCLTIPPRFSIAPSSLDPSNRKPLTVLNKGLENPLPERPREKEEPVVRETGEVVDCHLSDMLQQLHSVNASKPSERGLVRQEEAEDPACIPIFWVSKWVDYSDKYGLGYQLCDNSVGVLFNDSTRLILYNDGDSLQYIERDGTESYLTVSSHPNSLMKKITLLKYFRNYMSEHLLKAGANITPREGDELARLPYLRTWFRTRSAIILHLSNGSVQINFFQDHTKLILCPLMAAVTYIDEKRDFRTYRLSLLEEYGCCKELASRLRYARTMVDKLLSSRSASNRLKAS
# Plk1 PBD FP: blocks phosphopeptide binding to human Plk1 polo box domain. Plk1 PBD phosphopeptide binding, fluorescence polarization. P53350. inhibition, %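 (tested at about 20 µM)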. hit rate 0.13% among 97,000; in the data active means inhibition above about 34%, passing the limit was not always enough
# VCAM1 TNFa inh: reduces TNF alpha induced VCAM1 expression in HUVEC | HUVEC TNFa-induced VCAM-1 immunofluorescence, high-content imaging | inhibition, % at 2 µM | hit rate 0.48% among 95,000;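 active means inhibition above the batch mean plus 3 SD, with images confirmed as a hit by eye, cut at about 37% in these data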;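 further: 0% = TNF-stimulated DMSO wells and 100% = unstimulated control wells; not every result past the cut was called active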
# Ecoli WT expand: blocks growth of wild type E. coli BW25113; OD600 absorbance; growth inhibition, % at 100 µM; hit rate 0.15% among 98,000; AID 710;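 active means growth inhibition above about 50% at one test dose, limit read from the data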;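 further: growth measured after 20 h incubation at 37 °C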
# TNFa cytotox: HUVEC cytotoxicity counter-screen, TNF alpha stimulated; hit rate 0.17% among 93,000; cell count reduction, % at 2 µM; HUVEC TNFalpha-stimulated, Hoechst cell count, imaging; AID 848;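 active means cell count reduction exceeding the screen mean by over 5 SD, scaled to untreated wells per plate, cut at about 78% in these data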;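 further: cells counted after 24 h of TNF alpha exposure following the 1 h pretreatment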
# DAT uptake mod: human DAT dopamine uptake with cocaine, either direction; B-score at 10 µM; hit rate 1.3% among 110,000; LLC-PK1 hDAT cells, [14C]-dopamine uptake with cocaine IC80; actives deviate in either direction; AID 449768; Q01959;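 active means Z score or B-score, a plate-position-corrected score, falls beyond the plate's 99.7% confidence bounds, in either direction; inactive means both scores lie inside the 99.7% bounds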;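 further: scored against the spread of the other compound wells on the same plate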
# cytoskel mod: alters cytoskeleton assembly in HUVEC cells. inhibition, % at 2 µM. AID 836. hit rate 0.18% among 91,000. HUVEC TNFa F-actin phalloidin imaging, high content;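 active means inhibition above the batch mean plus 3 SD and confirmed as a hit by visual image inspection, cut at about 30% in these data, passing the limit was not always enough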; further: strong numbers were not always called active
# sEH inh: blocks human soluble epoxide hydrolase activity; inhibition, % at 2 µM; hit rate 0.34% among 91,000; P34913; recombinant human sEH enzymatic activity assay; in the data active means inhibition above about 80%; further: values of inactives mirror those of a sister screen read the other way; many of its hits are not listed in these tables
# * = called active by the depositor; x = not tested or not shown.
SMILES,HUVEC tox IL1B,PLK1 inh,Plk1 PBD FP,VCAM1 TNFa inh,Ecoli WT expand,TNFa cytotox,DAT uptake mod,cytoskel mod,sEH inh
CC(C)c1nc2sc3c(NCc4ccccc4)ncnc3c2c2c1COC(C)(C)C2,5,-54,-10,-15,-11,10,-0.24,9,-26
O=C(Nc1ccc2oc(-c3cccc(F)c3)nc2c1)c1ccccc1F,-11,-54,15,-12,-5,0,0.067,-10,7
CCOc1ccc2nc(NC(=O)CSC3=NCCS3)sc2c1,-14,-6,26,-4,3,1,-2.3,-12,-4
O=C(O)CC(NS(=O)(=O)c1ccc(Br)cc1)c1ccco1 (stereo unspecified),11,-9,37,7,-2,-31,-0.31,53,-10
COC(=O)C(CC(=O)Nc1cc(C)ccc1C)Nc1ccccc1OC (stereo unspecified),-31,-5,19,x,2,x,-0.27,-27,-9
O=C(NCc1ccccc1)c1cccc(NC(=O)c2ccco2)c1,17,-8,25,7,2,-34,1.5,4,5
COc1ccc(C)cc1NC(=O)CSc1nnc(-c2ccccn2)n1Cc1ccco1,-30,-3,6,-15,-9,24,-0.13,x,-6
CCOC(=O)COc1ccc(S(=O)(=O)NCCC2=CCCCC2)cc1,1,-1,8,-48,2,-18,-0.17,11,-3
COC(=O)[C@H](CCSC)NC(=O)N1CCN(c2cccc(C(F)(F)F)c2)CC1,7,-3,20,x,-5,x,0.46,13,-15
COc1ccccc1NC(=S)N(CCc1nc2cc(C)c(C)cc2[nH]1)Cc1cccnc1,-37,-2,-9,-8,-2,-12,1.7,2,7
CN1CCN(S(=O)(=O)c2ccc(C(=O)Nc3ccccc3)cc2)CC1,-20,-13,-6,20,-3,-15,-0.45,-20,0
O=C1CC(c2cccs2)Sc2nc3ccccc3n21 (stereo unspecified),-22,-14,1,-10,-5,-15,0.91,5,14
O=C(Cn1c(C(=O)N2CCN(C3CCCCC3)CC2)cc2sccc21)c1ccccc1,-5,-2,9,29,1,-8,1.2,-46,5
CCOC(=O)c1ccc(S(=O)(=O)N2CCNCC2)cc1,7,-11,10,0,3,-16,0.11,-4,-10
C=CCOC(=O)C1=C(C)Nc2[nH]c(=O)[nH]c(=O)c2C1c1cccc(OC)c1 (stereo unspecified),-4,-3,-28,8,x,-27,0.47,21,10
O=C(CCSc1ccc(Cl)cc1)N1CCCCCC1,-31,-3,9,-48,6,-26,0.11,3,-1
O=C(CCNc1ccc(Cl)c(C(F)(F)F)c1)c1ccco1,-42,-10,-26,5,13,10,0.31,-68,4
COCCn1c(=O)[nH]c2cc(C(=O)NCCN3CCN(c4cccc(Cl)c4)CC3)ccc2c1=O,1,-12,-9,-3,-13,-16,0.54,-33,-8
Cc1cc(=O)oc2ccc(OC(=O)c3cccc(S(=O)(=O)N4CCOCC4)c3)cc12,-8,-2,-10,5,18,1,-0.41,2,3
C=CCSc1nc2c(c(C3CC=CCC3)c1C#N)CCC2 (stereo unspecified),-1,-6,2,-14,x,-20,-0.67,-32,10
Cn1c(=O)oc2cc(S(=O)(=O)NCCC(=O)N3CCc4ccccc4C3)ccc21,5,-11,7,-6,2,-7,-0.76,6,2
CCc1c(C)sc(NC(=O)c2cc(C)on2)c1C#N,10,-10,3,4,-2,-12,-0.056,-13,0
COC(=O)c1ccccc1NC(=O)CSc1nnc(-c2ccoc2C)n1C,15,-13,16,7,1,-47,0.0083,17,-1
Clc1ccc2nc(C3CCN(Cc4nnnn4C4CCCCC4)CC3)[nH]c2c1,-30,-10,12,-60,x,-10,0.51,-20,18
Cc1ccc(Nc2nc(C)cc(C)c2C(N)=O)cc1,3,-8,-1,7,-1,-3,-0.66,14,-12
COc1cccc(OC)c1/C(O)=C(\C#N)c1nc2ccccc2[nH]1,19,-21,-4,-9,2,5,0.23,-4,-17
O=S1(=O)NC2CCCCCN2c2ccc(F)cc21 (stereo unspecified),9,5,10,0,6,-6,-0.098,-16,-28
COc1ccc(S(=O)(=O)NCCSC(C)(C)C)c(Cl)c1Cl,-92,-20,-7,-2,5,-35,-0.76,2,-1
Cc1ccc(CNS(=O)(=O)/C=C/c2ccc3c(c2)OCO3)cc1,x,-4,14,x,5,x,0.41,x,x
O=[N+]([O-])c1cc(S(=O)(=O)N2CCCC2)ccc1N/N=C/c1cccs1,-68,-10,-14,-9,-9,-2,-0.74,-10,-16
N#CCC(=N)N1CCN(c2ccccc2)CC1,-26,-5,13,8,-1,-19,0.75,2,8
COc1ccc2[nH]c(=S)[nH]c2c1,-78,-13,20,9,-4,-33,-0.18,13,7
O=C(Nc1ccc2c(c1)OCO2)c1cncc(Br)c1,9,-4,-2,6,-12,-20,-0.16,3,12
O=C(CCc1nc(-c2ccccc2)no1)NCc1ccco1,-20,-8,-12,8,-1,-23,-0.09,-58,-10
CCCCn1c(=O)n(C)c(=O)c2c(C(F)(F)F)cc(-c3ccncc3)nc21,-6,14,-12,6,-6,-24,0.22,10,0
Cc1cc2c(c(=O)o1)C(C13C=CC(CC1)C3)C(C#N)=C(N)O2 (stereo unspecified),-19,-9,17,19,7,-6,0.29,5,-4
CC12CCC(C(=O)NCCCN3CCOCC3)(OC1=O)C2(C)C (stereo unspecified),10,-3,-11,21,-4,9,0.43,-2,x
CCC(=O)Nc1cccc(NC(=O)CSc2nnc(-c3ccc(NS(C)(=O)=O)cc3)n2CC)c1,-5,-12,-22,6,-1,-31,-0.23,8,4
O=S(=O)(c1ccc(F)cc1)c1nc(-c2ccccc2F)oc1N1CCCCC1,-2,-9,14,0,-5,-5,0.97,8,3
COc1ccc(S(=O)(=O)NCCSCc2cccs2)cc1,-18,-15,7,-3,12,8,-1.4,14,-2
CCOC(=O)C(C(=O)OCC)C(C(=O)OCC)N1CCOCC1 (stereo unspecified),3,-12,6,8,14,17,0.053,8,-2
FC(F)(F)c1cc(-c2ccco2)nc(NCc2cccnc2)n1,-18,-7,-10,-8,-7,-30,x,4,x
Cc1occc1C(=O)NCCCc1ccccc1,1,-12,21,-12,6,-4,-0.16,-2,12
O=C(CSc1nnc(-c2ccccc2)o1)N1CCc2ccccc2C1,-15,-2,-6,-2,-10,5,x,-1,5
O=C(CCC(=O)OCc1cccc(C(=O)Oc2ccccc2)c1)Nc1cccc2ccccc12,-19,-1,5,3,-1,-13,0.013,-21,12
O=C(CN1C2CCC1CC(NC(=O)Nc1ccccc1)C2)NCc1ccco1 (stereo unspecified),-5,-1,-20,12,7,2,-0.97,-2,70
CNC(=O)c1nn(-c2ccc(C)cc2)ccc1=O,-2,0,3,1,10,-10,-0.91,-7,-3
CCOc1ccc(N2CC(C(=O)OC)CC2=O)cc1 (stereo unspecified),-2,-6,29,25,31,7,-0.025,8,7
CC(C)n1c(-c2ccco2)csc1=Nc1cccnc1,2,-14,-14,-4,16,-15,-0.8,-20,-12
COc1ccc(OC)c(C2C(C(N)=O)=C(C)Nc3nc(CCCO)nn32)c1 (stereo unspecified),-6,-10,19,10,5,38,-0.0084,-1,-2
CC(=O)N1CCN(C(=O)CNc2cc(C(F)(F)F)ccc2OCC(F)(F)F)CC1,-13,0,22,-4,1,-18,0.44,-13,38
O=C1CCCN1Cc1ncnn1-c1ccccc1,-49,-3,0,1,-11,-4,-0.034,-1,-9
COCCn1c(N2CCN(c3ccc(OC)cc3)CC2)nc2c1c(=O)[nH]c(=O)n2C,-28,2,4,-22,-2,-8,-0.65,x,8
O=C(/C=C/N1CCOCC1)c1coc2ccccc12,-17,0,-14,-16,-3,-3,x,7,-2
CCCCn1c(NCc2ccc3c(c2)OCO3)nc2ccccc21,4,4,-26,-24,x,3,1.3,5,1
CCOC(=O)N1CCN(c2ccc(Cl)c(Cl)c2)CC1,32,-8,3,-6,13,-15,1.2,-9,-6
O=C(Nc1ccc2c(c1)OCCO2)C1CCN(c2cnccn2)CC1,-5,-6,11,10,-2,-18,0.22,-24,38
Cc1sc2nc(CN3CCOCC3)nc(NS(=O)(=O)c3ccccc3)c2c1C,8,1,-1,-2,-1,-13,-1.4,-5,-4
CCn1c(SCC(=O)c2ccc(Cl)cc2)nnc1-c1cccs1,-9,-3,6,2,-5,24,0.73,x,-11
Cc1ccc(S(=O)(=O)NC(=O)Nc2c(C)n(C)n(-c3ccccc3)c2=O)cc1,32,-15,2,22,7,-2,-0.74,-5,6

# Entries of single compounds, looked up by structure. Values in the order: HUVEC tox IL1B, PLK1 inh, Plk1 PBD FP, VCAM1 TNFa inh, Ecoli WT expand, TNFa cytotox, DAT uptake mod, cytoskel mod, sEH inh
# Shown for O=C1CCCN1Cc1ncnn1-c1ccccc1 → -49, -3, 0, 1, -11, -4, -0.034, -1, -9
# Shown for Cc1occc1C(=O)NCCCc1ccccc1 → 1, -12, 21, -12, 6, -4, -0.16, -2, 12
# Shown for O=C(Nc1ccc2c(c1)OCCO2)C1CCN(c2cnccn2)CC1 → -5, -6, 11, 10, -2, -18, 0.22, -24, 38

# Later entries.
SMILES,HUVEC tox IL1B,PLK1 inh,Plk1 PBD FP,VCAM1 TNFa inh,Ecoli WT expand,TNFa cytotox,DAT uptake mod,cytoskel mod,sEH inh
Clc1cccc(-c2nnc3sc(-c4ccccc4)nn23)c1,10,-26,-12,-1,x,-14,x,-8,-3
CCN(CC#CCC1(O)c2ccccc2-c2ccccc21)CCO,-24,-8,-9,3,-5,-9,-0.068,-29,-4
CCOC(=O)c1c(NC(=O)c2ccoc2C)sc(C)c1C,-49,-15,35,-6,1,-5,-0.33,15,1
Cc1nc(SCC(=O)NCC2CCCO2)c2oc3ccccc3c2n1 (stereo unspecified),-62,12,-29,4,-6,-41,-2,21,19
CC1CCCCC1NC(=O)C1CCN(C(=O)NC2CCCCC2)CC1 (stereo unspecified),24,-12,-10,14,-6,-20,-1.1,-11,24
CCOC(=O)CSc1nnc(CNc2ccc(Cl)cc2)n1Cc1ccccc1,-31,-3,-10,10,x,-47,0.18,-1,2
O=C(COC(=O)Cc1cccs1)Nc1ccccc1,-38,-21,11,6,4,-19,0.65,10,-2
c1cncc(CNc2nc(N3CCOCC3)nc(N3CCOCC3)n2)c1,-4,-10,-9,37,5,11,0.31,-14,-7
O=C(Nc1ccc2c(c1)OCCO2)c1ccc(Br)o1,4,-6,2,5,9,-21,0.24,14,2
CCc1ccc(S(=O)(=O)NCc2cn3ccccc3n2)s1,10,-13,25,-6,0,-6,0.15,6,7
Cc1nnc(NCCc2ccccc2)n(N)c1=O,-12,-2,34,18,5,24,0.76,-15,-16
COc1ccc(C(=O)NC(=S)NC(C)(C)C)cc1Br,-12,-10,-10,-4,-5,-12,0.29,-4,-9
Oc1ccc(-c2[nH]ncc2-c2ccc(Cl)cc2)c(O)c1,-10,-3,9,4,30,-32,-0.13,-4,16
COc1ccc2nc(C)cc(SCC(=O)Nc3c(C)cc(C)cc3C)c2c1,-8,-3,2,-20,-2,14,-0.091,2,7
CCOc1ccc2nc(NC(=O)CSc3nnnn3C3CCCCC3)sc2c1,7,7,-17,15,-5,-1,0.67,-14,-8
CC(=O)c1c(C)[nH]c(C(=O)NCc2ccc(C)cc2)c1C,12,-5,-34,11,1,-6,-1.3,-6,23
C=CCn1c(O)c(N=NC(=O)CNC(=O)/C=C/c2ccco2)c2ccccc21,-11,-11,3,4,1,-14,0.26,15,-6
c1ccc(Nc2ccccc2Nc2ccccn2)nc1,-24,-10,2,-9,11,-19,0.69,-18,-5
CN(C)S(=O)(=O)c1cc(C(=O)NCC2CCCO2)c(Cl)cc1Cl (stereo unspecified),-10,-6,18,6,3,-18,-0.29,10,4
COC(=O)c1ccsc1NC(=O)C1=COCCO1,33,-7,20,25,4,92*,0.81,-34,0
O=C(NCCN1CCOCC1)c1cc2cc(Br)ccc2oc1=O,-5,-7,-15,5,0,-2,x,11,-4
COCCN(CCOC)Cc1c(O)ccc2c3c(c(=O)oc12)CCC3,21,-17,-3,9,-1,-4,-0.43,13,-21
